GLS inhibitor – qHTS for Inhibitors of Glutaminase (GLS); 410,000 compounds, 0.21% hits; GLS enzymatic activity, qHTS titration; Glutaminase kidney isoform, mitochondrial (Homo sapiens), O94925; AID 624170, 2012; Potency, µM (doses to about 45.5 µM), inactives show at the highest dose activity change, negative = inhibition, most hits filed as inhibitors; note: potency is the fitted concentration of half-maximal effect; % is set by controls: 0 for no effect and ±100 for the full control effect
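Assay buffer: 45 mM KH2PO4 pH 8.2, 0.02% Tween-20. hKGA acts on L-glutamine (1 mM solution added); product glutamate is reported by an oxidase/peroxidase Amplex Red coupling, with fluorescence taken at baseline and 30 min.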
TrxR1 substrate – qHTS Assay for Substrates of Mammalian Selenoprotein Thioredoxin Reductase 1 (TrxR1): qHTS. 390,000 compounds, 0.01% hits. purified TrxR1 substrate turnover, NADPH consumption readout. Potency, µM (highest dose often 114 µM), inactives show top-dose activity change, negative = substrate turnover. Thioredoxin reductase 1, cytoplasmic (Rattus norvegicus), O89049; note: potency is the fitted concentration of half-maximal effect; % is set by controls: 0 for no effect and ±100 for the full control effect; nearly all actives have a fitted effect of over 50% in size
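Rat TrxR1, dispensed at 90 nM, was prereduced with 400 uM NADPH (final) for 5 min at ~22 deg C, then incubated with compound 15 min before 400 uM selenite. A first-read NADPH fluorescence drop versus no-compound background flagged substrates.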
USP1 inh – Inhibitors of USP1/UAF1: Primary Screen; Ubiquitin carboxyl-terminal hydrolase 1 (Homo sapiens), O94782; AID 743255, 2014; Potency, µM (doses to about 57.1 µM), for inactives: at the highest dose activity change, negative = inhibition, actives largely listed as inhibitors; 390,000 compounds, 0.23% hits; recombinant USP1/UAF1, Ub-Rhodamine cleavage fluorescence; note: potency is the fitted concentration of half-maximal effect; % is set by controls: 0 for no effect and ±100 for the full control effect; nearly all actives have a fitted effect of over 60% in size; inactives centre near -12
Target sequence (O94782 whole entry, looked up): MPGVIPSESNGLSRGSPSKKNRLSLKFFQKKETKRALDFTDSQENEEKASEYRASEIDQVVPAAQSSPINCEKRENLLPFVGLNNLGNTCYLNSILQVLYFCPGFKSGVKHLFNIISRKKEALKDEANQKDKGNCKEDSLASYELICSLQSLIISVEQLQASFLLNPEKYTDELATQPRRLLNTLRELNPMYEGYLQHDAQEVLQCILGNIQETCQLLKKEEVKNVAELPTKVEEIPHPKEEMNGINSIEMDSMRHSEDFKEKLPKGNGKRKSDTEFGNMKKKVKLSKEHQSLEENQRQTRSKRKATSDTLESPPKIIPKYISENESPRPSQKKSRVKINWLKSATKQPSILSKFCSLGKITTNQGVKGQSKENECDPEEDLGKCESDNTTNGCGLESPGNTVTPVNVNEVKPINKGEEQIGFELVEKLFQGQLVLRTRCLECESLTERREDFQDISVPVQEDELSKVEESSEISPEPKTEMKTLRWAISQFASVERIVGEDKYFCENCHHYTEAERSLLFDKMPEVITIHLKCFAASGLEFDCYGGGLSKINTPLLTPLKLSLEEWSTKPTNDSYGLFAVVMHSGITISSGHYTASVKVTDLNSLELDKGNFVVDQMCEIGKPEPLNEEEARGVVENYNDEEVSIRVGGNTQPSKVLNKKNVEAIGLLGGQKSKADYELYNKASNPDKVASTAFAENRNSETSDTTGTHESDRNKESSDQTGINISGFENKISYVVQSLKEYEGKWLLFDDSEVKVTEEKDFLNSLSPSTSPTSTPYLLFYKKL
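USP1/UAF1 complex at 1 nM was preincubated with compound for 15 min at room temperature, then Ub-Rho substrate (150nM final) was added. Fluorescence (480/540 nm) was read kinetically, 6 reads every 60 seconds.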
rTrxR1 inhibitor – qHTS Assay for Inhibitors of Mammalian Selenoprotein Thioredoxin Reductase 1 (TrxR1): qHTS; recombinant rTrxR1, NADPH fluorescence consumption, selenite substrate; Potency, µM (highest dose often 114 µM), without a hit: top-dose activity change, negative = inhibition, most hits filed as inhibitors; Thioredoxin reductase 1, cytoplasmic (Rattus norvegicus), O89049; 390,000 compounds, 1% hits; note: potency is the fitted concentration of half-maximal effect; % is set by controls: 0 for no effect and ±100 for the full control effect; nearly all actives have a fitted effect of over 65% in size
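Rat TrxR1 (90 nM in the dispensed reagent) was pre-reduced with 400 uM NADPH for 5 min at room temperature, then incubated with compound for 15 min. After 400 uM selenite was added, NADPH fluorescence (Ex 340/Em 450 nm) was followed for 8 min.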
HP1b chromo inh – HTS for Inhibitors of HP1-beta Chromodomain Interactions with Methylated Histone Tails; Chromobox protein homolog 1 (Homo sapiens), P83916; AlphaScreen HP1-beta / biotin-H3K9me3 peptide binding; Potency, µM (doses to about 114 µM), without a hit: top-dose activity change, negative = inhibition, actives largely listed as inhibitors; 390,000 compounds, 0.56% hits; note: potency is the fitted concentration of half-maximal effect; nearly all actives have a fitted effect of over 70% in size; inactives centre near 23
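HP1-beta protein (50 nM final) preincubated 30 min at room temperature with biotinylated H3(1-18)K9me3 peptide (50 nM) in PBS pH 7.4, 0.01% Tween-20, then compound added for 30 min. AlphaScreen streptavidin donor/nickel chelate acceptor beads (10 ug/mL final), 30 min dark, luminescence read.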
mIDH1 inhibitor – qHTS for Inhibitors of mutant isocitrate dehydrogenase 1 (IDH1): qHTS; Isocitrate dehydrogenase [NADP] cytoplasmic (Homo sapiens), O75874; IDH1-R132H enzyme, NADPH consumption, diaphorase/resazurin fluorescence; Potency, µM (doses to about 76.6 µM), without a hit: at the highest dose activity change, negative = inhibition, hits mostly inhibitors; 390,000 compounds, 0.093% hits; AID 602179, 2012; note: potency is the fitted concentration of half-maximal effect; % is set by controls: 0 for no effect and ±100 for the full control effect; nearly all actives have a fitted effect of over 65% in size
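IDH1-R132H (0.5 ug/mL) preincubated 30 min with compound, then NADPH (0.016 mM) and alpha-KG (2 mM) added; 80 min at RT, pH 7.5. Remaining NADPH coupled via diaphorase/resazurin to fluorescence (540/590 nm); concentration-response curves normalized to no-enzyme control.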
Pin1 inhibitor – qHTS Assay to Find Inhibitors of Pin1; Peptidyl-prolyl cis-trans isomerase NIMA-interacting 1 (Homo sapiens), Q13526; Pin1 FP peptide displacement, HiFluor488, 10 min; Potency, µM (doses to about 115 µM), inactives show at the top dose activity, negative = inhibition, hits mostly inhibitors; 390,000 compounds, 0.009% hits; AID 504891, 2011; active = well fitted inhibition curve with a large enough effect in the polarisation, with a control signal flat, not every such curve was filed as active; inconclusive = small, poorly fitted or top-dose-only effect, or effect the other way, or a change in a side signal; inactive = no such curve, though single readings can be large or run the other way; the % refers to the polarisation; note: potency is the fitted concentration of half-maximal effect; % is set by controls: 0 for no effect and ±100 for the full control effect
Target sequence (Q13526 whole entry, looked up): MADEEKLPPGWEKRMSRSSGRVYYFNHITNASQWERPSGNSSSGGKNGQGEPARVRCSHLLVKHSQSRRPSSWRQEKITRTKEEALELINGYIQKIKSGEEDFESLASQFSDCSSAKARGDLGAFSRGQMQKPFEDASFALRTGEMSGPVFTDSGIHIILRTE
PGK inhibitor – qHTS Assay to Find Inhibitors of Phosphoglycerate Kinase. Phosphoglycerate kinase, glycosomal (Trypanosoma brucei brucei), P07378. PGK/GAPDH coupled, Kinase-Glo luminescence, 60 min. Potency, µM (titrated, usually from 57.5 µM), inactives show at the top dose activity change, negative = inhibition, hits mostly inhibitors. 380,000 compounds, 0.043% hits; note: potency is the fitted concentration of half-maximal effect; % is set by controls: 0 for no effect and ±100 for the full control effect; nearly all actives have a fitted effect of over 60% in size
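Luminescent ATP detection (Kinase-Glo Plus) follows a 60-minute room-temperature incubation, with wells lacking PGK as controls. Buffer: 100 mM TEA (pH 7.6), 5 mM MgCl2, 0.01% Tween-20. Coupling enzyme GAPDH (100 nM final) supplies unstable 1,3-BPG in-well.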
PI4K2A inh – qHTS for small molecular inhibitors of PI4K2A; activity change, negative = inhibition, % at 76.9 µM; purified PI4K2A, ADP-Glo luminescence, 1 h; active compounds read low; 420,000 compounds, 0.13% hits; in the data active = activity change below about -50%; inconclusive = mostly about -30% to -49%;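 note: -100% = wells without enzyme as full effect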
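Compounds are screened against recombinant PI4K2A using PI as substrate and ATP, the latter dispensed at 300 microM. Reactions run one hour at ambient temperature before ADP-Glo detection; full inhibition defined by wells lacking enzyme.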
Active calls of the source: *; i = inactive; ? = inconclusive; . = not tested or not shown; [ ] = dose if it differs, or a comment. Unless noted, calls come from the whole dose curve; as a rule, active = well fitted curve in the direction sought with a large enough effect; inconclusive = small, poorly fitted or top-dose-only effect, or another doubt; inactive = no such curve, though single readings can be large; an effect the other way counts as inactive or inconclusive.

SMILES	GLS inhibitor	TrxR1 substrate	USP1 inh	rTrxR1 inhibitor	HP1b chromo inh	mIDH1 inhibitor	Pin1 inhibitor	PGK inhibitor	PI4K2A inh
CCOC(=O)c1ccc(NC(=O)CN(Cc2ccc(C)cc2)S(=O)(=O)c2ccc(C)cc2)cc1	1%	-5%	-23%	20%	40%[activator]	-7%	?	-10%	1
O=C(C1CCN(S(=O)(=O)c2cccs2)CC1)N1CCN(c2ccccc2F)CC1	3%	-7%	11%	-5%	28%	0%	-3%	3%	-8
CCC1(CC)NC(=O)N(CC(=O)N2N=C(c3ccc(Cl)cc3)CC2c2ccco2)C1=O (centres undefined)	-10%	-16%[57.1 µM]	-7%	-28%	-15%	8%	8%	-7%	5
COc1cc(-c2nnc(COC(=O)c3cc(C)nc4ccc(C)cc34)o2)cc(OC)c1OC	-2%	12%[57.1 µM]	-15%	21%[57.1 µM]	4%	-1%	8%	-9%	1
Cc1c(NC(=S)NC(=O)c2ccccc2Cl)c(=O)n(-c2ccccc2)n1C	10%	4%	-17%	10%	32%	3%	-13%	-5%	-10
CCCc1cc(=O)[nH]c(SCC(=O)Nc2ccc(OC(F)F)cc2)n1	16%	3%	-4%	12%	10%	-1%	2%	-9%	-4
O=C1C=C(O)CC(c2ccc(Cl)c(Cl)c2)C1 (centres undefined)	10%	5%	1%	-19%	21%	1%	0%	2%	-3
O=C(CCC1CCN(C(=O)CC2=CCCCC2)CC1)NCc1ccc(F)cc1	0%	.	-16%	.	.	10%	.	-6%	3
Cc1nn2c(=O)cc(COC(=O)c3ccc(NC(=O)COc4ccc(Cl)cc4)cc3)nc2s1	-3%	1%[57.1 µM]	-2%	8%[57.1 µM]	18%	-14%	1%	-1%	-7
CCOC(=O)c1ccccc1NS(=O)(=O)c1ccc(C)cc1	-5%	0%[57.1 µM]	-13%	31%[activator][57.1 µM]	104%[activator]	10%	-4%	-8%	-8
Cc1ccc(OCCn2cc(Br)c(=O)[nH]c2=O)cc1	-1%	10%[57.1 µM]	-9%	0%[57.1 µM]	34%	8%	-4%	1%	0
CC1=C(C(=O)OC(C)(C)C)C(c2cccs2)NC(=O)N1 (centres undefined)	0%	4%	2%	4%	15%	4%	-7%	3%	3
Cc1ccc(OC(C)C(=O)Nc2ccccc2C(=O)N2CCOCC2)cc1 (centres undefined)	0%	7%	-22%	17%	15%	1%	-6%	i	1
CCOc1cc(N2CCOCC2)c(OCC)cc1NC(=O)c1ccc(C)cc1	-5%	7%[57.1 µM]	-18%	24%[57.1 µM]	-1%	8%	0%	2%	0
CCn1c(C(=O)N2CCC(C(=O)NCCCOC)CC2)cc2sccc21	-1%	5%	-1%	12%	43%[activator]	-15%	2%	-3%	-1
COC(=O)c1cccc(S(=O)(=O)N2CCC(NC(=O)Nc3cccc(F)c3)CC2)c1	-7%	4%	2%	23%	5%	9%	-16%	1%	3
CCSc1nc2ccccc2n1CC(=O)N1CCCCC1	6%	-2%	-14%	-7%	19%	-1%	11%	0%	-4
O=C1C2C3C=CC(C3)C2C(=O)N1Nc1c(Cl)cc(Cl)cc1Cl (centres undefined)	14%	-7%	-20%	-16%	40%[activator]	0%	-1%	-9%	0
CC1=C(C(=O)OCc2ccccc2)C(c2ccc(C(C)(C)C)cc2)NC(=O)N1CCCCCC(=O)O (centres undefined)	-6%	-1%[57.1 µM]	-9%	-11%[57.1 µM]	-8%	-15%	9%	4%	-2
CCCCN(C)CCN1C(=O)C2C(C(=O)Nc3ccc(C)cc3)C3C=CC2(O3)C1C(=O)NC1CCCCC1 (centres undefined)	9%	-5%	-8%	2%[57.1 µM]	29%	1%	2%	2%	-6
CCOC(=O)c1ccc(OCC(=O)c2ccc(O)cc2O)cc1	53%[activator]	8%[57.1 µM]	-17%	-11%[57.1 µM]	32%	0%	4%	-5%	-7
O=C(COC(=O)c1cccc(O)c1)c1ccccc1	7%	6%	-1%	7%	22%	1%	-1%	1%	-6
COC(=O)COc1ccc2oc(=O)cc(-c3cc4cccc(OC)c4o3)c2c1	-25%	-4%	-15%	-6%	30%	-3%	34%[activator]	10%	4
Cc1cc(C)c(S(=O)(=O)n2c([N+](=O)[O-])cnc2C)cc1C	7%	7%[57.1 µM]	-22%	11%[57.1 µM]	19%	-1%	-2%	i	-4
CC1Cc2ccccc2N1C(=O)CSc1nnc(-c2ccc(S(=O)(=O)N3CCCC3)cc2)o1 (centres undefined)	3%	5%[57.1 µM]	-11%	4%[57.1 µM]	28%	0%	-1%	11%	-1
CC1=Nc2ncnn2C(c2ccccc2)/C1=N\O (centres undefined)	?	5%[57.1 µM]	-5%	-9%	19%	2%	-7%	-9%	0
O=C(CSc1nccn1Cc1ccccc1)Nc1ccc2c(c1)OCCO2	6%	3%[57.1 µM]	-27%	18%[57.1 µM]	-2%[57 µM]	-16%	-1%	3%	3
Cn1c(=N)n(CC(=O)C(C)(C)C)c2ccccc21	-2%	-8%[57.1 µM]	-11%	8%	-2%	9%	-11%	i	2
COc1cc(OC)c(NC(=O)C2CCN(S(=O)(=O)c3ccc4c(c3)CC(C)N4C(C)=O)CC2)cc1Cl (centres undefined)	8%	-7%	-1%	11%	7%[57 µM]	4%	3%	5%	-5
CCCN1CCN(CCCNC(=O)CN2C(=O)c3cccnc3Oc3ccc(Cl)cc32)CC1	-1%	6%	-14%	17%	4%	0%	-3%	i	1
Cc1ccc(S(=O)(=O)N2CCC(C(=O)N3Cc4ccccc4C3)CC2)cc1	-4%	-6%	-17%	-10%	12%	3%	4%	-18%	4
c1ccc(C2Nc3cccc4cccc(c34)N2)cc1	7%	10%	?	?	?	7%	-5%	-7%	-7
COc1ccc(/C(C)=N/OCC(=O)N=Nc2c(O)[nH]c3ccc(Br)cc23)cc1	5%	-6%	-5%	2%	8%	4%	4%	-5%	5
Cc1cccc(NC(=S)NCc2ccccc2Cl)c1C	0%	-4%	-13%	17%	24%	-2%	-3%	i	3
COc1cccc(-c2nnc3n2N=C(c2cc(OC)ccc2OC)CS3)c1	10%	-4%	-11%	-16%	6%	-3%	?	1%	-4
CCc1ccc(NC(=O)CCc2ccc(C)o2)cc1	0%	-10%	6%	-7%	11%	-3%	-2%	3%	0
CCOC(=O)C(=O)N1CCN(CC)CC1	-4%	-3%	-16%	-13%	14%	-1%	-2%	i	-2
Cn1c(=O)c2c(SCC(=O)c3ccccc3)nc(C3CC3)nc2n(C)c1=O	3%	-2%[57.1 µM]	-13%	-2%[57.1 µM]	35%	10%	-10%	-2%	6
NC1=NC(c2ccccc2)=NC1(NC(=O)c1ccccc1)C(Cl)Cl (centres undefined)	-3%	5%	-19%	19%	81%[activator]	9%	2%	-2%	-3
CS(=O)(=O)N(Cc1ccccc1)c1ccccn1	-8%	11%	-10%	16%	18%	3%	-2%	-11%	4
CS(=O)(=O)N(CC(=O)NCC1CCCO1)Cc1ccc(Cl)cc1 (centres undefined)	2%	-8%	-15%	12%[57.1 µM]	50%[activator]	13%	2%	0%	8
COCCCN(Cc1ccco1)C(=O)c1cc2c(s1)-c1ccc(Cl)cc1S(=O)(=O)C2	-3%	-9%	-20%	-9%	42%[activator]	9%	2%	-3%	-3
Cc1cc(Br)cc(C)c1OCC(=O)NNC(=O)CCC(=O)NCc1ccccc1	-3%	6%	-10%	14%	26%	0%	11%	0%	1
O=C(N=C1SC2CS(=O)(=O)CC2N1c1ccc(Br)cc1)C1CCCO1 (centres undefined)	-3%	0%	-11%	17%	40%[activator]	3%	0%	-5%	0
O=C(CCC(=O)c1ccc(F)cc1)Nc1cccnc1	1%	-11%	-9%	15%[57.1 µM]	14%	-1%	0%	-7%	-2
CCOC(=O)C(Cc1ccc(O)cc1)Nc1nc2ccccc2o1 (centres undefined)	26%	13%[57.1 µM]	-3%	1%[11.4 µM]	13%	-3%	4%	-2%	-2
O=C(COC(=O)c1ccc(Br)cc1)NCCN1C(=O)CSC1=O	-9%	0%[57.1 µM]	-10%	19%[57.1 µM]	-7%	3%	-2%	-3%	0
O=C1c2ccccc2C(=O)N1CCc1csc(-c2ccc(F)cc2)n1	-4%	10%[57.1 µM]	-9%	17%[57.1 µM]	122%	6%	5%	i	2
O=C(c1ccco1)N1CCCN(C(=O)c2ccco2)CC1	12%	5%	-12%	1%	-20%	7%	7%	0%	0

Assay outcomes as filed in PubChem BioAssay.

A portion of the library, so the mix of outcomes need not match the whole.
